Source: PubChem BioAssay
Mcl1 Bid PPI: Mcl-1/Bid binding inhibitors, primary screen, biochemical, TR-FRET, 1536-well; Induced myeloid leukemia cell differentiation protein Mcl-1 (Homo sapiens), Q07820; AID 1021, 2008; actives 0.97% (n = 220,000); TR-FRET Mcl-1/Bid-Dy647 peptide binding; inhibition, % at 21.7 µM;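 active means compounds that cut the binding signal by more than half at the single screening dose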;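 further: His-tagged Mcl-1 with europium anti-His antibody binding Bid BH3 peptide; 0% = Mcl-1 plus peptide wells and 100% = peptide-only wells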
Target sequence (Q07820 whole entry, looked up): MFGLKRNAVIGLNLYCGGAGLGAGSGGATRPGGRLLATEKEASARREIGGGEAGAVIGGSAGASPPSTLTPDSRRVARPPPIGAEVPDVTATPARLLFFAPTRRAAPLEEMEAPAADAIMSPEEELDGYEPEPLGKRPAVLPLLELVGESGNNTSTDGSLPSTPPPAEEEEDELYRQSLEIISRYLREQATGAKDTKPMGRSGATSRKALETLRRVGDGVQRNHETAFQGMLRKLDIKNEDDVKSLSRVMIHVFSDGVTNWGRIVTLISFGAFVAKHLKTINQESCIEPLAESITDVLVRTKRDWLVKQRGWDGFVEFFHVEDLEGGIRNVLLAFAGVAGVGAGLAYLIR
RGS4-Gao reg: modulators of RGS4 binding to Galphao, primary screen, biochemical, multiplexed bead flow cytometry | Guanine nucleotide-binding protein G(o) subunit alpha (Homo sapiens), P09471 | actives lie on both sides | binding response (% of control), % at 10 µM | actives 0.33% (n = 220,000) | AID 1415, 2008; in the data active means binding response below about 49% or above about 150%; inactive means in between;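 further: fluorescent Galphao activated with aluminum fluoride binding bead-coupled RGS4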
Bim-Bfl-1: inhibitors of Bim binding to Bfl-1, primary screen, biochemical, multiplexed, bead-based flow cytometry; Bcl-2-related protein A1 (Homo sapiens), Q16548; Bim-Bfl-1 binding inhibition; inhibition, % at 10 µM; actives 0.12% (n = 190,000); AID 1008, 2008;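 further: 0% = wells without compound plus tracer and 100% = blocker peptide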
Bcl-W Bim block: inhibitors of Bim binding to Bcl-W, primary screen, biochemical, multiplexed, bead-based flow cytometry; actives 0.02% (n = 190,000); Bim peptide-Bcl-W binding; Bcl-2-like protein 2 (Homo sapiens), Q92843; inhibition, % at 10 µM;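 further: 0% = bound tracer without compound and 100% = peptide blocker; higher means less fluorescent Bim peptide bound to Bcl-W beads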
Target sequence (Q92843 whole entry, looked up): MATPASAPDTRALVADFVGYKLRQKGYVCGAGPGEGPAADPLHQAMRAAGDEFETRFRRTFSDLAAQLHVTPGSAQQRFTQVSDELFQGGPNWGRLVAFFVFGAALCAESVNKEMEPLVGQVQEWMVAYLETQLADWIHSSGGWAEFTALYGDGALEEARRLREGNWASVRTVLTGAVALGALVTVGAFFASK
Bim-Mcl-1: inhibitors of Bim peptide binding to Mcl-1, primary screen, biochemical, bead-based flow cytometry, multiplex. Induced myeloid leukemia cell differentiation protein Mcl-1 (Homo sapiens), Q07820. Bim peptide-Mcl-1 binding. inhibition, % at 10 µM. actives 0.1% (n = 190,000);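 further: 0% = no compound tracer wells and 100% = peptide blocker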
GSH fluor: compound fluorescence on glutathione beads, profiling panel, artefact control, biophysical, 488/530 nm, flow cytometry | GSH beads flow cytometry, compound fluorescence 488/530 nm; hits give high values | fluorescence (KMESF) at 10 µM | actives 0.25% (n = 190,000) | AID 1776, 2009; in the data active means fluorescence above about 89;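 further: glutathione beads carrying GST-tagged Bcl family fusion proteins plus one bare bead set; values are compound well signal with DMSO vehicle wells as background; inactives centre near 16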
Bim-Bcl-2: inhibitors of Bim-Bcl-2 binding, primary screen, biochemical, multiplexed, human Bcl-2 family | Apoptosis regulator Bcl-2 (Homo sapiens), P10415 | Bead-based flow cytometry, Bim peptide-Bcl-2 binding | inhibition, % at 10 µM | actives 0.06% (n = 190,000) | AID 950, 2007; in the data active means inhibition above about 40%; inconclusive means no clear call, values can overlap the other calls;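 further: 0% = no compound wells with probe peptide and 100% = reference peptide inhibitor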
Target sequence (P10415 whole entry, looked up): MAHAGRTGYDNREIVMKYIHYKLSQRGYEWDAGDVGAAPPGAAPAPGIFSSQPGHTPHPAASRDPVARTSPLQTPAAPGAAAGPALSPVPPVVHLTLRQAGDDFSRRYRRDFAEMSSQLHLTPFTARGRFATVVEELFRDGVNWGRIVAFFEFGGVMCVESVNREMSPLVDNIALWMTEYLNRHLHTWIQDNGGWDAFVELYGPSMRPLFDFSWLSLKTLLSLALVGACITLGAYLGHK
Bim-Bcl-XL: inhibitors of Bim-Bcl-XL binding, primary screen, biochemical, multiplexed, bead flow cytometry, human Bcl-XL. Bim peptide-Bcl-XL binding, fluorescence. Bcl-2-like protein 1 (Homo sapiens), Q07817. actives 0.04% (n = 190,000). AID 1007, 2008. inhibition, % at 10 µM
Bcl-B Bim block: inhibitors of Bim-Bcl-B binding, primary screen, biochemical, multiplexed, human Bcl-2 family; bead-based flow cytometry, Bim peptide-Bcl-B binding; inhibition, % at 10 µM; actives 0.073% (n = 190,000); AID 951, 2007;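 further: 0% = tracer peptide without compound and 100% = reference inhibitor peptide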
Target sequence (Q9HD36 whole entry, looked up): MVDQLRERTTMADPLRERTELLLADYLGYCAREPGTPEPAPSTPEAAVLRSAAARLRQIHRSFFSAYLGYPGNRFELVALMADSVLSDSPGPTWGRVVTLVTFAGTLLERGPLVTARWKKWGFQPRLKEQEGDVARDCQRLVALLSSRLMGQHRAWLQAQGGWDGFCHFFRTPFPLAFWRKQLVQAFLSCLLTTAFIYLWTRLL
RGS8-Gao: RGS8-Galphao binding modulators, primary screen, biochemical, multiplexed bead flow cytometry. Guanine nucleotide-binding protein G(o) subunit alpha (Homo sapiens), P09471. actives lie on both sides. response (percent of control binding), % at 10 µM. actives 0.34% (n = 220,000). AID 1423, 2008; in the data active means response below about 60% or above about 140%; inactive means in between;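 further: Galphao activated as the GDP aluminium fluoride complex binding bead-coupled RGS8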
RGS7-Gao: RGS7-Galphao binding modulators, primary screen, biochemical, multiplexed bead flow cytometry | Guanine nucleotide-binding protein G(o) subunit alpha (Homo sapiens), P09471 | actives lie on both sides | binding response (% of control), % at 10 µM | actives 0.35% (n = 220,000); in the data active means binding response below about 49% or above about 150%; inconclusive means no clear call, values can overlap the other calls; inactive means in between;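 further: fluorescent Galphao held in activated GDP-AlF4 state binding bead-coupled RGS7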
* = called active by the depositor; ? = inconclusive. Unless noted, no stated cut-off is given here; in the data, active means inhibition above about 40%.

SMILES	Mcl1 Bid PPI	RGS4-Gao reg	Bim-Bfl-1	Bcl-W Bim block	Bim-Mcl-1	GSH fluor	Bim-Bcl-2	Bim-Bcl-XL	Bcl-B Bim block	RGS8-Gao	RGS7-Gao
COc1ccc(NC(=O)c2oc3ccccc3c2NC(=O)c2ccc3c(c2)OCO3)cc1	-21	100	-21	0	-4	23	-13	-10	-8	105	99
O=C(NC(=S)Nc1cc(C(F)(F)F)ccc1N1CCOCC1)c1sc2ccccc2c1Cl	-29	102	-13	-3	-3	16	-9	-5	-10	101	105
COCCCNCCOCCOc1ccccc1-c1ccccc1	3	99	0	-1	1	13	0	-4	-2	100	102
O=C(CCCn1c(=S)[nH]c2ccccc2c1=O)N1CCN(c2cccc(Cl)c2)CC1	18	99	-16	-1	-2	24	-8	-9	-8	100	102
C/C(=N\NC(=O)C1=NNC(=O)C1C)c1cccs1 (configuration not stated)	-16	105	-2	0	0	10	-1	0	0	106	99
COc1ccc(OC)c(-n2nnnc2SCC(=O)Nc2ccc3c(c2)OCCO3)c1	-10	101	-10	0	4	21	-3	-1	-4	101	106
COc1ccc(C(=O)Nc2cc3c(oc2=O)CCCC3=O)cc1	-43	97	-4	-2	0	11	-2	-3	0	97	?
CC(C)OC(=O)c1ccc(S(N)(=O)=O)o1	2	104	-10	-3	0	14	-6	-6	-4	96	102
Cc1ccc(N=Cc2cc3c(cc2O)OC(N)=C(C#N)C3c2ccccc2)cc1 (configuration not stated)	-23	102	-7	-1	-2	11	-6	-6	-10	100	102
O=[N+]([O-])c1ccc(O)c(/C=N/n2cnnc2)c1	1	103	-18	-6	-3	19	-7	-11	-6	102	105
CCOC(=O)c1[nH]ncc1CN1CCCC(C(=O)c2ccc(SC)cc2)C1 (configuration not stated)	-44	104	-6	-2	-3	18	0	-2	-7	107	107
Cc1ccc(-n2nc3c(c2NC(=O)c2ccc4c(c2)OCO4)CS(=O)C3)cc1 (configuration not stated)	-21	102	-23	1	-1	22	-9	-7	-4	99	99
COc1ccccc1NC(=O)Cn1cc(C#N)c2ccccc21	-15	101	-4	-1	-2	68	-3	-4	-1	104	105
CCCCCCc1c(O)nc(SCCN2CCOCC2)[nH]c1=O	-7	98	2	1	0	11	0	-1	-4	100	100
CCN(CC)C(=O)/C(=C/c1cccc([N+](=O)[O-])c1)NC(=O)c1ccco1	-9	92	-4	-2	-1	13	-1	-4	-3	97	96

The final 2 records of the section before come first, to join the parts.
SMILES	Mcl1 Bid PPI	RGS4-Gao reg	Bim-Bfl-1	Bcl-W Bim block	Bim-Mcl-1	GSH fluor	Bim-Bcl-2	Bim-Bcl-XL	Bcl-B Bim block	RGS8-Gao	RGS7-Gao
CCCCCCc1c(O)nc(SCCN2CCOCC2)[nH]c1=O	-7	98	2	1	0	11	0	-1	-4	100	100
CCN(CC)C(=O)/C(=C/c1cccc([N+](=O)[O-])c1)NC(=O)c1ccco1	-9	92	-4	-2	-1	13	-1	-4	-3	97	96
Cc1ccc(Cn2nnc3c(=O)[nH]c(C4CCCN(C(=O)Nc5ccc(F)cc5)C4)nc32)cc1 (configuration not stated)	12	103	-9	-7	-9	28	-10	-10	-10	96	99
CCOC(=O)C1(CCCc2ccccc2)CCN(C(=O)CCCn2cncn2)CC1	-31	100	-8	-2	-4	15	-4	-5	-5	99	101
CCCN1C(=O)C2(SC(NC(C)=O)=NN2C(C)=O)c2cc(C)ccc21 (configuration not stated)	-19	105	-9	-3	-2	12	-3	0	-5	108	107
CCOC(=O)c1oc2ccc(S(=O)(=O)n3nc(-c4cc(OC)c(OC)c(OC)c4)cc3N)cc2c1C	0	101	-4	1	0	11	0	-1	-2	101	102
CCCOc1ccc(NC(=O)C2CC(=O)N/C(=N/N=C(\C)CCc3ccc4c(c3)OCO4)S2)cc1 (configuration not stated)	-49	102	-3	-3	-5	10	-5	-4	-3	105	101
O=C(NCC1CCCO1)C(c1cccs1)N(C(=O)c1ccc(-c2ccccc2)[nH]1)C1CCCC1 (configuration not stated)	-9	99	7	-3	-8	11	5	-2	0	94	93
Cc1nccn1-c1ccc(C(F)(F)F)cc1NC=O	-14	100	-8	0	-1	25	-7	-3	-5	102	99
COc1ccc(/C(C#N)=C/c2c(-c3ccc(Cl)cc3)nc3c(C)cccn23)cc1	6	100	-1	0	1	29	0	0	-2	102	100
COc1ccc(Cl)cc1Nc1nc(-c2sc(NC(=O)C(C)(C)C)nc2C)cs1	-11	108	-6	0	-3	23	-1	-3	-6	100	101
COc1ccccc1C1/C(=C(/O)c2ccc(Cl)cc2)C(=O)C(=O)N1CCN1CCOCC1 (configuration not stated)	-45	100	-5	-1	-2	27	-3	-2	-1	101	99
COc1ccc(Br)cc1C1CC(=O)N2CN(Cc3ccccc3)CSC2=C1C#N (configuration not stated)	6	103	9	-1	-8	11	-2	-4	-24	88	110
COc1ccccc1/C=N/N1C(=O)c2cccc3cccc(c23)C1=O	-2	96	0	-2	-2	12	-6	-5	-1	98	?
NC(=O)COc1ccc(-c2noc(COc3ccccc3[N+](=O)[O-])n2)cc1	-7	103	-3	-10	-22	9	-2	-14	-3	103	101
O=C(NCCC1=CCCCC1)c1ccc(Br)o1	-20	98	-5	-1	-4	33	-3	-3	-2	96	102
Cc1cc(C)c(NC(=O)COC(=O)CSc2ccc(Br)cc2C)c(C)c1	0	103	-2	-4	-3	12	0	-3	-8	104	103
O=C1c2ccccc2NC2CCCCC12 (configuration not stated)	2	104	3	-2	1	53	0	1	0	103	106
COc1ccc(-c2nnc(SCC(=O)N(C)C3CCS(=O)(=O)C3)n2N)cc1OC (configuration not stated)	-30	100	0	-2	-1	17	0	-4	-8	100	98
O=C(COc1nncc2ccccc12)Nc1c(F)c(F)c(F)c(F)c1F	-6	100	-6	-6	0	17	-4	0	-4	100	99
Cc1nn(C)c(Oc2ccccc2)c1CCNS(=O)(=O)c1ccc(F)cc1	-11	104	-1	0	-2	14	-2	-3	0	105	102
C/C(=N\NC(=O)CSc1nc2ccccc2o1)c1ccc(O)cc1	-15	97	-6	-4	-4	12	-3	-6	-8	99	97
O=C(O)c1cc(-c2cc3ccccc3o2)nn1-c1ccccc1	4	96	7	0	-2	24	3	2	1	97	94
CC(=O)Nc1ccc(C(=O)CSc2nccc(=O)[nH]2)cc1	-27	111	1	6	-6	8	0	-1	2	105	112
O=C(Oc1cccnc1)c1cc2ccccc2oc1=O	20	102	3	1	0	28	5	0	0	99	100
Cn1c(N)c(C(=O)COC(=O)c2cc(C(F)(F)F)nc3ccccc23)c(=O)n(C)c1=O	3	95	0	-1	1	17	0	3	2	95	96
COC(=O)c1sccc1NC(=S)N1CC(C)CC(C)C1 (configuration not stated)	-7	99	-24	-9	-10	27	-18	-17	-14	101	97
CC1CCc2c(nc3ncnn3c2NCCN(C)C)C1 (configuration not stated)	-4	104	-5	-3	-1	18	-6	-8	-6	101	99
O=C1c2ccccc2-c2nnc(-c3ccccc3)cc21	-3	102	-15	-1	-5	24	-12	5	-9	101	97
O=c1[nH]cnc2c1C(c1ccccc1[N+](=O)[O-])c1c(nc[nH]c1=O)O2	-4	104	-4	16	9	18	1	12	11	101	100
NC(=O)CN1C(=O)C(O)(CC(=O)/C=C\C=C\c2ccccc2)c2ccccc21 (configuration not stated)	-14	102	0	0	-2	10	3	-2	-4	96	102
O=C(c1ccc2nc(N3CCCCC3)sc2c1)N1CCN(Cc2ccc3c(c2)OCO3)CC1	-11	96	1	7	2	26	-1	4	4	92	95
CCOc1ccc(NC(=O)c2nsc(Cl)c2Cl)cc1	-26	100	-7	-3	0	13	-4	-5	-5	100	103
Cc1ccc(S(=O)(=O)NC2CCOC(C)(C)C2)cc1 (configuration not stated)	1	101	-7	1	10	24	-2	-1	-2	99	96
CCCc1nc(NC(C)=O)c(C#N)c(-c2ccco2)c1CC	1	102	6	3	5	30	0	3	4	98	100
N/C(Cc1ccc(Cl)cc1)=N\OC(=O)c1ccc2ccccc2c1	-18	99	-17	0	-1	22	-6	-8	-10	101	100
COc1ccc(N2C(=O)C3CCCN3C2c2cc(OC)c(OC)cc2OC)cc1 (configuration not stated)	-12	97	-12	2	0	24	-4	-2	-8	98	95
Cc1ccccc1-n1c(C)n[nH]c1=S	-48	108	5	7	-4	8	1	2	-9	96	109
Cc1nn(-c2ccccc2)c(Cl)c1CN(C(=O)CCl)c1ccc(Cl)cc1	23	99	-1	-1	-3	10	0	1	0	109	100
O=[N+]([O-])c1cccc(-c2nc(N3CCOCC3)c3ccccc3n2)c1	-39	99	1	-2	-3	14	0	-1	2	99	?
CC(C)COc1ccc(/C=C2/Sc3ccccc3C2=O)cc1	-31	102	-2	-1	0	15	1	-2	-2	102	98
O=C(CCc1nc2cccnc2n1Cc1ccccc1)NCCc1ccc(Cl)cc1	-12	102	-19	-4	-4	21	-13	-12	-10	101	104
COC(=O)c1sc2nc(CN3CCN(c4ccc(OC)cc4)CC3)[nH]c(=O)c2c1C	-39	102	-4	-4	-5	13	-3	-6	-5	110	105
CCn1c(=O)cc(OCC(=O)NCCC(C)C)c2ccccc21	-12	104	-3	4	2	19	-3	0	-1	106	107
CCOc1ccc(CN2CCN(Cc3[nH]c4ccccc4c3C)CC2CCO)cc1 (configuration not stated)	-41	103	-7	-4	-2	14	-3	-1	-4	102	102
CN(c1ccc(O)cc1)c1nc(-c2ccccc2)cs1	-55	104	0	2	1	9	-1	-1	-10	105	106
COc1ccc(N2CCN(C(=O)CC34CC5CC(CC(C5)C3)C4)CC2)c([N+](=O)[O-])c1	0	100	0	-3	-5	8	1	-4	-1	97	103
Cc1cccc(-n2c(SCC(=O)Nc3ccc4c(c3)OCO4)nnc2-c2ccoc2C)c1	-9	98	-22	-2	-5	27	-11	-10	-8	97	95
O=C(O)C1CCCCC1C(=O)Nc1ccccc1Cl (configuration not stated)	-41	100	0	-2	-1	8	0	-2	0	100	99
c1ccc(-c2nnn(C34CC5CC(CC(C5)C3)C4)n2)cc1	-4	96	0	2	-2	14	-1	6	1	101	100
CCOC(=O)c1sc(-c2ccccc2)nc1C	-26	98	-4	0	1	17	-1	2	-2	99	?
COC(=O)c1cc(=O)n2c(-c3ccccc3)csc2n1	3	102	-10	0	2	55	-8	-2	-4	100	99
Nc1nonc1-c1noc(CCCN2C(=O)c3ccccc3C2=O)n1	-16	100	-12	2	0	12	-11	-5	-12	100	99
